# Bioassay records as filed in PubChem.
# FECH block = human FECH heme synthesis enzyme inhibition. 20,000 tested, 3.3% active. P22830. AID 1671448. calls only at 10 µM (by protocol). purified FECH, Ni-mesoporphyrin absorbance 550 nm;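 active means enzyme reaction rate more than 3 SD below the solvent-only control wells on the same plate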;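 further: lower slope than DMSO wells means FECH inhibition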
# Target sequence (P22830 whole entry, looked up): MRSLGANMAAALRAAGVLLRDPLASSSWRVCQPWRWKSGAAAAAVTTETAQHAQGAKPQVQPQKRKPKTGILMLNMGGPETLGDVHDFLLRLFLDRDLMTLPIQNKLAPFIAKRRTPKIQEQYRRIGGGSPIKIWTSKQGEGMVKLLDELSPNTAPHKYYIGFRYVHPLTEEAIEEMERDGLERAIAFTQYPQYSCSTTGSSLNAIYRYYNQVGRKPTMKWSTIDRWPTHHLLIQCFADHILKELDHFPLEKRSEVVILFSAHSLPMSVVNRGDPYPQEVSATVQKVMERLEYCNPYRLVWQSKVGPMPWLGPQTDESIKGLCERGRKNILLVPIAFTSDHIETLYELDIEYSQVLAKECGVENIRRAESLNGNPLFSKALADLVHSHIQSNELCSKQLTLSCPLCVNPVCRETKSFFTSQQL
# Calls only; i = inactive; + = active, no number. The list is partial. The share of hits here may be higher or lower than overall.
SMILES,FECH block
Cn1ccn2ncc(C(=O)N3CC[C@@H](c4ccc5c(c4)OCO5)[C@H](O)C3)c12,i
CCc1ccccc1NC(=O)c1cccc(NC(=O)C2C=CCN2)c1 (stereo unspecified),i
CN(Cc1nc2ccccc2[nH]1)C(=O)c1cccc(CC2CCNCC2)c1,i
O=C(O)C1CC(=O)N(Cc2nccn2Cc2ccccc2)C1 (stereo unspecified),i
CCCNC(=O)N1CCN(c2cc(-c3ccc(OC)cc3)ncn2)CC1,i
CCN(CC)c1ncc(NS(=O)(=O)c2cccc(F)c2)cc1C(=O)O,i
COc1ccc(Nc2cc(C)nc(Nc3ccc(NC(=O)CCC4CCCC4)cc3)n2)cc1,i
CCc1nnc(CNC(=O)c2cccc(CC3CCNCC3)c2)s1,i
CC(C)c1cc(N2Cc3cnn(CCO)c3C2)nc(C(F)(F)F)n1,i
COCc1ncc(CN2CCN(c3nccc4ccccc34)CC2)cn1,i
Cc1ccc(CN(C)C(=O)c2onc3ccccc23)o1,i
CCCCNS(=O)(=O)c1ccc(N2C(=O)CCS2(=O)=O)cc1,i
Cc1ccc(Nc2cc(C)nc(Nc3ccc(NC(=O)c4ccc(Br)cc4)cc3)n2)cc1,i
Cc1nnc(NC(=O)N(C)CC2COc3ccccc3O2)s1 (stereo unspecified),i
CC(C)Cn1nc(C(=O)O)c2c1CCN(C(=O)C(C)N1CCN(C)CC1)C2 (stereo unspecified),i
Cc1ccccc1CSc1ncc(Cl)c(C(=O)NCCc2ccc(S(N)(=O)=O)cc2)n1,i
O=C(CCC(=O)N1CCc2cc(S(=O)(=O)N3CCCCC3)ccc21)N1CCCCCC1,i
COc1cccc(Cn2c(CNS(=O)(=O)c3ccc(CC(C)C)cc3)nc3cccnc32)c1,i
CCCc1c(C)nc2ncnn2c1Sc1ccc(NC(=O)c2ccc(C(C)(C)C)cc2)cc1,i
O=C(CN1CCCN(Cc2ccc(Cl)cc2)S1(=O)=O)Nc1cccc(Cl)c1,+
Cc1ccc(S(=O)(=O)Nc2cnc(N(CC(C)C)CC(C)C)c(C(=O)O)c2)cc1,i
COc1cc(NC(=O)CN2CCCN(Cc3ccc(Cl)cc3)S2(=O)=O)cc(OC)c1,i
O=c1cc(CNc2nccc(CCC(F)(F)F)n2)nc[nH]1,i
COc1ccc(N2CCCS2(=O)=O)cc1NC(=O)Cc1cccc(C)c1,i
CCc1cc(Sc2ccc(NC(=O)COc3ccc(Cl)cc3)cc2)n2ncnc2n1,i
CCOc1cc(C(=O)Nc2cc(N3CCCS3(=O)=O)ccc2C)cc(OCC)c1OCC,i
CN(C)C1CCCN(C(=O)CCc2nc(-c3ccco3)no2)CC1 (stereo unspecified),i
O=C(CC1CCN(S(=O)(=O)c2ccccc2)CC1)NCCCN1CCC(Cc2ccccc2)CC1,i
Cc1ccc2c(c1)C(CC(=O)N(CCCO)Cc1ccc(C)s1)C(=O)N2 (stereo unspecified),i
CC(C)CC(=O)Nc1cccc(OCc2cc(=O)n3cc(Cl)ccc3n2)c1,i
CCN1C(SCC(=O)Nc2cccc(C)c2C)=NS(=O)(=O)c2ccccc21,+
CCOc1ccccc1NC(=O)CN1C(=O)C=C(CC(=O)OC)Nc2ccccc21,i
Cc1cccc(CN2CCCN(CC(=O)NC3CCCCC3)S2(=O)=O)c1,i
COc1ccc(CN(C)Cc2cccc3cnccc23)c(OC)c1OC,i
CCCn1c(CNS(=O)(=O)c2ccc(C(C)=O)cc2)nc2cccnc21,i
CCOC(=O)N1CCC(NCC2(c3cccc(F)c3)CCOCC2)CC1,i
CCN(CC)CCCNC(=O)C1CCN(c2ccc(-c3ccccc3)nn2)CC1,i
Cc1cc(N2CCCCC2)nc(N2CCN(S(=O)(=O)c3ccccc3Cl)CC2)n1,i
Cc1n[nH]c(C)c1Cc1nncn1-c1cccc2ccccc12,i
COc1ccc(-n2c(CN3CCN(S(=O)(=O)c4ccc(C(C)C)cc4)CC3)nc3cccnc32)cc1,i
CN1CCN(C(=O)C2CCCN(c3ncnc4c3nc3n4CCCCC3)C2)CC1 (stereo unspecified),i
Cc1ccc(S(=O)(=O)N2CCN(Cc3nc4cccnc4n3-c3ccccc3)CC2)cc1,i
CCOCCCNc1nc(Nc2ccccc2)c2cnn(-c3ccccc3)c2n1,i
Cc1nc2ncnn2c(Sc2ccc(NC(=O)Nc3ccccc3F)cc2)c1C,i
O=C(Nc1nc2n(n1)C(c1ccc(F)cc1)C=C(c1ccccc1)N2)c1ccc(F)cc1 (stereo unspecified),i
Cc1cc2nc(CN(C)Cc3ccc(CO)o3)[nH]c2cc1C,i
CCOc1ccccc1C(=O)NC1CC(=O)N(c2cccc(F)c2)C1 (stereo unspecified),i
CC(C)OCCNc1nc(CCN)nc2ccccc12,i
CCN(Cc1ccc(S(C)(=O)=O)cc1)CC1CCCO1 (stereo unspecified),i
CCN(C/C=C/c1ccccc1)C(=O)[C@H](N)Cc1ccccc1,i
CCN1CCc2c(sc(NC(=O)c3sc4ccccc4c3Cl)c2C(=O)OC)C1,i
COc1ccc(OCC(=O)Nc2cc(C)nn2-c2ncnc3c2cnn3-c2ccc(F)cc2)cc1,i
CCOc1ccc(CNC(=O)CC2CCN(S(=O)(=O)c3ccccc3)CC2)cc1,i
O=C(Nc1ccccc1OCCCc1ccccc1)C1CCNCC1,i
CCn1c(CN2CCCC2c2nc(-c3ccncc3)no2)nc2ccccc21 (stereo unspecified),i
CN1C(=O)c2cc(C(=O)N3CCCC3)nn2CC1(C)C(=O)NCc1ccc(F)cc1 (stereo unspecified),i
CC(C)N(CCNC(=O)C1CCCN(c2ncnc3c2nc2n3CCCCC2)C1)Cc1ccccc1 (stereo unspecified),i
CCCCN(C)c1nc(SC)nc(-c2ccc(C)cc2)c1C#N,i
CN(C)c1ncccc1CNC(=O)c1ccccc1-n1cncn1,i
CC(c1nccs1)N(C)C(=O)CCCCN1Cc2ccccc2C1=O (stereo unspecified),i

# (list continues)
SMILES,FECH block
Cc1nc(Cc2ccc(-n3ccnc3-c3ccc(CO)o3)cc2)n[nH]1,i
CC(=O)Nc1c2n(c3ccccc13)CC(C)(C(=O)NC1CCCC1)N(Cc1ccccc1F)C2=O (stereo unspecified),i
O=C(Cc1cccnc1)N1CCC(N2CCCC(C(=O)N3CCCC3)C2)CC1 (stereo unspecified),i
O=C(NCc1cccc(Br)c1)c1nc(N2CCCC2)c2oc3ccccc3c2n1,i
O=c1c(-c2ccc3c(c2)CCCC3)c(N2CCN(c3ccccc3F)CC2)c1=O,i
CCCc1c(C)nc2ncnn2c1Sc1ccccc1NC(=O)c1cccc(F)c1,i
FC(F)(F)c1ccnc(NCc2cccnc2-n2ccnc2)c1,i
COc1ccccc1N1CCN(C(=O)Nc2n[nH]c(Cc3ccccc3)n2)CC1,i
COc1ccc2nc(CNC(=O)CN3CCC(C)=N3)[nH]c2c1,i
O=C(c1cccc(Cn2cccn2)c1)N1CCC(Nc2ncccn2)CC1,i
CC(C)N1CCNC(=O)C1CC(=O)NCC1(Cn2cccn2)CC1 (stereo unspecified),i
CC(C)N(CCNC(=O)C1CCN(c2ncnc3c2nc2n3CCCCC2)CC1)Cc1ccccc1,i
CN(CCC(C)(C)O)Cc1cccc(Cl)c1F,+
CNC(=O)C1CCN(c2cc(C)nc(-c3ccccc3)n2)C1 (stereo unspecified),i
CC(C)(C)c1cc(CN2CCc3[nH]cnc3C2c2ccncc2)[nH]n1 (stereo unspecified),i
Cc1c(F)cccc1NC(=O)CNCCc1csc(-c2cccnc2)n1,i
COc1cc(C)ccc1-c1[nH]cnc1-c1ccccc1,i
CC(C)NC(=O)NCC1CCN(Cc2cc(C(C)(C)C)n[nH]2)C1 (stereo unspecified),i
COc1cccc(C(=O)N2CCc3c(c(C(=O)NCc4ccccc4)nn3C)C2)c1,i
O=C(c1csc(S(=O)(=O)N2CCN(Cc3ccc4c(c3)OCO4)CC2)c1)N1CCCC1,i

# Next part; it opens with the five that closed the last part.
SMILES,FECH block
Cc1c(F)cccc1NC(=O)CNCCc1csc(-c2cccnc2)n1,i
COc1cc(C)ccc1-c1[nH]cnc1-c1ccccc1,i
CC(C)NC(=O)NCC1CCN(Cc2cc(C(C)(C)C)n[nH]2)C1 (stereo unspecified),i
COc1cccc(C(=O)N2CCc3c(c(C(=O)NCc4ccccc4)nn3C)C2)c1,i
O=C(c1csc(S(=O)(=O)N2CCN(Cc3ccc4c(c3)OCO4)CC2)c1)N1CCCC1,i
CCCC(=O)Nc1nc2n(n1)C(c1c(F)cccc1Cl)C=C(c1ccc(Cl)cc1)N2 (stereo unspecified),i
CC(C)n1cnc(S(=O)(=O)N2CCC(C(=O)Nc3ccc(S(N)(=O)=O)cc3)CC2)c1,i
Cc1nc2nc[nH]n2c(=O)c1NC(=O)Nc1cccc(F)c1,i
O=C(CN1CCN(Cc2ccc(F)cc2Cl)S1(=O)=O)NCc1ccccc1Cl,+
COCCN1C(=O)c2c(-n3cccc3)c3cc(OC)ccc3n2CC1(C)C(=O)NC1CCCCC1 (stereo unspecified),i
O=C(NCCc1nc(-c2ccccn2)no1)c1ccc2ncsc2c1,i
CCCNC(=O)C1CCC(Cn2c(=O)c3sccc3n(CC(=O)NC3CCCC3)c2=O)CC1 (stereo unspecified),i
Cc1cccc(CNS(=O)(=O)c2cc(C(=O)N3CCCC3)cs2)c1,i
CC(C)c1nccn1Cc1nc2ccccc2c(=O)[nH]1,i
COc1ccc(CNC(=O)C2CCCN2S(=O)(=O)c2cc3c(cc2C)NC(=O)CO3)cc1 (stereo unspecified),i
CCOc1ccccc1C(=O)NCc1nc2cccnc2n1Cc1ccc(C)cc1,i
COc1cccc2c1cc1c(=O)n(CC(=O)NCCc3ccc(S(N)(=O)=O)cc3)nc(C)n12,i
CC1=C(C(=O)NCc2snnc2C(C)C)C(C)NC(=O)N1 (stereo unspecified),i
O=C(CN1CCN(c2ncccn2)CC1)Nc1cnc2n1CCCC2,i
COC(=O)CCCC(=O)N1[C@@H]2CC[C@H]1CNC(=O)C2,i
Cc1cnc(-n2cnnc2)c(-c2cc(O)cc(CCC3CCCCN3)c2)c1 (stereo unspecified),i
C=C(C)CN(C)Cc1ccc(C(=O)Nc2ccc3c(c2)OCO3)cc1,i
Cc1cc(C)cc(-n2c(CN3CCN(C(=O)Nc4c(C)cccc4C)CC3)nc3cccnc32)c1,i
O=C(NC1CC(=O)N(CCc2ccccc2)C1)c1[nH]cnc1-c1ccccc1 (stereo unspecified),i
O=c1[nH]nc(CCn2cccn2)n1-c1ccccc1-c1ccccc1,i

# 2 records drawn at random from those above, as already listed:
SMILES,FECH block
COc1ccc(CNC(=O)C2CCCN2S(=O)(=O)c2cc3c(cc2C)NC(=O)CO3)cc1 (stereo unspecified),i
CC1=C(C(=O)NCc2snnc2C(C)C)C(C)NC(=O)N1 (stereo unspecified),i

# (further entries)
SMILES,FECH block
CN1CC(NC(=O)c2cc(C3CC3)[nH]n2)c2sccc2S1(=O)=O (stereo unspecified),i
Cc1cc(Cl)cc2c(=O)n(CC3(CO)CCC3)cnc12,+
COC(=O)c1c(NC(=O)c2cc3ccccc3oc2=O)sc2c1CCN(Cc1ccccc1)C2,i
Cn1c(-c2nccn2CCCc2ccncc2)nc2ccccc21,i
CNC(=O)C1CCC(Cn2c(=O)c3sccc3n(CC(=O)Nc3cccc(C(C)=O)c3)c2=O)CC1 (stereo unspecified),i
O=S(=O)(Nc1nc2n(n1)C(c1ccccc1)C=C(c1ccc(Cl)cc1)N2)c1ccc(Cl)cc1 (stereo unspecified),i
CC(c1nncn1C(C)C)n1cc(CCc2ccccc2)nn1 (stereo unspecified),i
COC(=O)CNS(=O)(=O)c1cc(N2C(=O)CCS2(=O)=O)ccc1OC,i
Cc1ccc2cc(-c3noc(CCC(=O)NC(C)C)n3)c(=O)[nH]c2c1,i
C1=CCC(c2cn(Cc3cnc4ccccc4c3)nn2)CC1 (stereo unspecified),i
NS(=O)(=O)c1ccc(-c2cccc3cccnc23)s1,i
CC(C)CCNC(=O)C1CCC(Cn2c(=O)c3sccc3n(CC(N)=O)c2=O)CC1 (stereo unspecified),i
CCc1ccccc1NC(=O)N1CCN(c2cc(-c3cccc(OC)c3)ncn2)CC1,i
NC(=O)CN1CC=C(CN2CCN(C(=O)c3cccs3)CC2)CC1,i
CC(C)(C)CNC(=O)c1[nH]cnc1C(=O)NC1CCCCC1,i
Cc1oc(-c2cccc(C(F)(F)F)c2)nc1CN1CCN(C)C(C)C1 (stereo unspecified),i
CC(C)CCNC(=O)c1nc[nH]c1C(=O)NCC(C)C,i
CN(Cc1ccc2cccc(O)c2n1)Cc1nnc(-c2ccccc2)o1,i
Cn1c(=O)n(Cc2cccc(Cl)c2)c(=O)c2cnc(-c3ccncc3)nc21,i
O=C(Nc1nc2n(n1)C(c1ccccc1Cl)C=C(c1ccc(Cl)cc1)N2)c1ccco1 (stereo unspecified),+
CC(C)C(C)N(Cc1ccco1)C(=O)c1cnc2ccccn2c1=O (stereo unspecified),i
Cc1nc2ccccn2c1CC(=O)NCc1cccnc1N1CCOCC1,i
NS(=O)(=O)c1ccc(NC(=O)c2ccc(=O)n(Cc3ccc(F)cc3)c2)cc1,i
CCCc1cnc(C)nc1N1CCCC(c2nnc3ccccn23)C1 (stereo unspecified),i

# 6 compounds already listed, ordered by formula weight, rising:
SMILES,FECH block
CC(C)CCNC(=O)c1nc[nH]c1C(=O)NCC(C)C,i
CCCc1cnc(C)nc1N1CCCC(c2nnc3ccccn23)C1 (stereo unspecified),i
CC(C)C(C)N(Cc1ccco1)C(=O)c1cnc2ccccn2c1=O (stereo unspecified),i
CN(Cc1ccc2cccc(O)c2n1)Cc1nnc(-c2ccccc2)o1,i
Cc1oc(-c2cccc(C(F)(F)F)c2)nc1CN1CCN(C)C(C)C1 (stereo unspecified),i
O=C(Nc1nc2n(n1)C(c1ccccc1Cl)C=C(c1ccc(Cl)cc1)N2)c1ccco1 (stereo unspecified),+
